Myeloid diff MLP: myeloid differentiation induction. calls only at 10 µM. actives 1% (n = 360,000). ER-HoxA9 myeloid progenitors, lysozyme-GFP differentiation, flow cytometry;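 active means normalized GFP-positive differentiation at or above the plate's own cutoff, the solvent-only control mean plus 3 SD; inconclusive means no clear call, values can overlap the other calls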;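 further: cells exposed to compound for four days before flow analysis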
Dengue-2 NS5 capping: Dengue-2 NS5 methyltransferase inhibitors, primary screen, biochemical, confirmation dose response (AID 588689); Dengue-2 NS5 methyltransferase capping enzyme assay, biochemical; higher % means a stronger effect; inhibition, % at 25 µM, or IC50 in µM where a hit was titrated; actives 0.3% (n = 340,000); in the data active means a potency from the dose series; inconclusive means inhibition above about 29% without an active follow-up result
Dengue-2 NS5 capping pilot replicate: further read-out of Dengue-2 NS5 capping, marked with its call; inhibition, %; measured here: pilot screen replicate inhibition
Myeloid diff MLP GFP+ MAC1+ %: recorded beside Myeloid diff MLP, whose call it bears; GFP+ MAC1+ double positive, %; measured here: differentiation confirmed by MAC1 staining
* hit, by the source's call; i = inactive; ? = inconclusive; . = not tested or not shown. Only part of the results is shown. The share of hits here may be higher or lower than overall.

SMILES | Myeloid diff MLP | Myeloid diff MLP GFP+ MAC1+ % | Dengue-2 NS5 capping | others
CNC(=O)C(=O)NCC1CCCN1S(=O)(=O)c1cccs1 (stereo unspecified) | i | 0.5 | 4%
CCCCn1c(SCC(=O)Nc2sc3c(c2C(N)=O)CCC3)nnc1-c1ccccc1 | i | 2.0 | -10%
O=C(NCC1CCCO1)c1cccc(S(=O)(=O)N(Cc2ccccc2)c2ccccc2)c1 (stereo unspecified) | i | 1.1 | -4%
CCCN(CC(=O)Nc1ccccc1OC)C(=O)CN1C(=O)NC(C)(C)C1=O | i | 0.5 | 8%
COc1ccc2c(CC(=O)OCC(=O)N(C)c3c(N)n(Cc4ccccc4)c(=O)[nH]c3=O)coc2c1 | i | 1.3 | -8%
C[C@H](CO)N1C[C@H](C)[C@H](CN(C)Cc2ccncc2)Oc2ccc(NC(=O)Nc3ccc(C(F)(F)F)cc3)cc2CC1=O | i | 1.0 | 1%
CCOc1ccc(N2CC(C(=O)Nc3cc(OCC)c(N4CCOCC4)cc3OCC)CC2=O)cc1 (stereo unspecified) | i | 0.3 | -9%
O=C(Cc1cccc(NC(=O)C2CCN(C(=O)C3CCC3)CC2)c1)Nc1cccc(C(=O)N2CCOCC2)c1 | i | 1.3 | -3% | Dengue-2 NS5 capping pilot replicate=-4.3
COc1ccccc1NS(=O)(=O)c1ccc(/C=C/C(=O)N2CCN(C(C)=O)CC2)cc1 | i | 1.8 | 3%
CCOc1ccc2oc(C(=O)NNC(=O)c3ccccc3O)c(C)c2c1 | i | 0.5 | -6%
CSCCC(NC(=O)c1ccccc1Cl)C(=O)NCCOc1ccccc1 (stereo unspecified) | i | 1.2 | -1%
COc1cc2nc3n(c(=O)c2cc1OC)-c1cc2ccccc2cc1C(=O)NC3CC(C)C (stereo unspecified) | i | 0.4 | -2%
N#Cc1ccc(NC(=O)COC(=O)c2ccc(F)c(S(=O)(=O)N3CCOCC3)c2)cc1 | i | 1.2 | -9%
COc1cc(C(=O)NNC(=O)c2ccc3c(c2)OCCO3)cc(OC)c1OC | i | 1.4 | 2%
CC(OC(=O)c1ccc2c(=O)n3c(nc2c1)CCC3)C(=O)Nc1ccc(C(N)=O)cc1 (stereo unspecified) | i | 1.4 | -3%
Nn1c(SCC(=O)NC2CCCCCC2)nnc1-c1ccco1 | i | 0.7 | 2%
O=C(/C=C/c1ccccc1)NCCS(=O)(=O)N1CCN(c2ccccc2)CC1 | i | 1.3 | -6%
CN(C)S(=O)(=O)c1ccc(C(=O)OCC(=O)N2CC3(C)CC2CC(C)(C)C3)cc1 (stereo unspecified) | i | 0.5 | -5%
COc1cc(OC)c(N(C)S(=O)(=O)c2cccc(C(=O)OCC(=O)N(C)C3CCCCC3)c2)cc1Cl | i | 1.7 | 3%
Cc1ccccc1SCC(=O)NCC1(N2CCCCC2)CCCCC1 | i | 0.7 | -1%
CCOc1ccc(C(=O)NCC(=O)N2CCN(Cc3ccccc3)CC2)cc1 | i | 0.1 | 4%
CC(NC(=O)c1ccccc1)C(=O)NNC(=O)c1ccccc1Cl (stereo unspecified) | i | 0.3 | 6%
NC1(C#Cc2ccc3c(=O)c4ccccc4sc3c2)CCCCC1 | i | 2.6 | -10%
COc1cccc2c1CCC1=CC(=O)CCC12C (stereo unspecified) | i | 2.1 | -11%
COc1ccc(C#CC2=CC(=O)CC(C)(C)C2)cc1 | i | 2.2 | -2%

Reprinted from the part before: 2 compounds; new compounds follow.
SMILES | Myeloid diff MLP | Myeloid diff MLP GFP+ MAC1+ % | Dengue-2 NS5 capping | others
COc1cccc2c1CCC1=CC(=O)CCC12C (stereo unspecified) | i | 2.1 | -11%
COc1ccc(C#CC2=CC(=O)CC(C)(C)C2)cc1 | i | 2.2 | -2%
CCNc1ccc(Br)cc(C(=O)/C=C/c2ccccc2Cl)c1=O | i | 1.5 | -5% | Dengue-2 NS5 capping pilot replicate=-10
Cc1nc(SCC(=O)NCC2CCCO2)nc(C)c1C (stereo unspecified) | i | 0.8 | -13%
CC(C)C[C@@H](CN)NC(=O)c1nc[nH]c1C(=O)N[C@@H](CC(=O)O)C(=O)CNC[C@H](C)NC(=O)c1nc[nH]c1C(=O)N[C@@H](CC(=O)O)C(=O)O | i | 1.2 | -4% | Dengue-2 NS5 capping pilot replicate=-3.4
CC1=C(C(=O)N(C)C)CC(CC(=O)NC2CC2)C(=O)N1Cc1ccccc1 (stereo unspecified) | i | 0.5 | 1%
O=S(=O)(c1ccccc1)N1CCN(c2nc(-c3cccnc3)nc3ccccc23)CC1 | i | 1.4 | -9%
O=C(CSC(=S)N1CCCC1)Nc1ncc(Cl)cc1Cl | i | 1.6 | -11%
O=C(COC(=O)C1CCC(=O)N1)Nc1cccc([N+](=O)[O-])c1 (stereo unspecified) | i | 0.2 | 3%
O=S(=O)(c1ccc(Br)s1)N1CCN(CCc2ccccc2)CC1 | i | 0.5 | -4%
CCOC(=O)C1CCCN(S(=O)(=O)CCNC(=O)c2ccc(F)cc2)C1 (stereo unspecified) | i | 0.8 | -1%
CC(=O)N1CCN(C(=O)c2ccc(NS(=O)(=O)c3cc(C)ccc3C)cc2)CC1 | i | 0.4 | -3%
CCCN1CCC(=O)NC1=S | i | 0.4 | 1%
CCOc1ncccc1C(=O)Nc1cc(S(=O)(=O)N2CCCCC2)ccc1OC | i | 0.8 | -8%
Cc1nc(C(=O)Nc2cc(F)cc(Cl)c2)sc1C1(C)CC(c2ccccc2)=NO1 (stereo unspecified) | i | 2.1 | -4%
O=C(OCC(=O)c1ccccc1)C1=NN(c2ccccc2)C(=O)CC1 | i | 0.9 | -2%
C[N+](C)(C)CC=O | i | 1.6 | -3%
O=C1NC[C@H](c2ccccc2)OC(=O)[C@H](Cc2ccc(F)cc2)C/C=C\C[C@H]1CC(=O)N(CCO)Cc1ccccc1 | ? | . | 14%
C=CCC[C@@H](Cc1ccc(F)cc1)C(=O)OCCNC(=O)[C@@H](CC=C)CC(=O)N(CCO)Cc1ccccc1 | i | 1.3 | 2%
CCOC(=O)C[C@H]1c2cc(F)ccc2S(=O)(=O)N1Cc1ccc(OC)cc1 | i | 0.9 | 1%
O=C(NCCC1CCCCN1S(=O)(=O)c1ccc(F)cc1)C(=O)NCc1ccccn1 (stereo unspecified) | i | 0.6 | 2%
O=C(CNC(=O)c1ccc(Br)o1)Nc1cccc(S(=O)(=O)N2CCCC2)c1 | i | 1.3 | -2%
COc1ccc(NC(=O)C[C@H]2C(=O)N(CCc3ccccc3)C[C@@H]2c2ccc(OC)cc2)cc1 | i | 0.6 | -1%
N#Cc1cnc(=S)n(-c2cc(C(F)(F)F)cc(C(F)(F)F)c2)c1N | i | 0.5 | -5%
CN(C(=O)COC(=O)CSc1ccccc1)c1c(N)n(Cc2ccccc2)c(=O)[nH]c1=O | i | 0.9 | -3%
O=C1NC[C@H](Cc2ccccc2)N(C[C@H]2CCCN2C[C@H](Cc2ccccc2)N2C[C@H](Cc3ccccc3)N(CC3CCCCCC3)C(=O)C2=O)C1=O | i | 0.3 | -8%
Cc1ccc(-c2nc(SCC(=O)c3c(N)n(C4CC4)c(=O)[nH]c3=O)n[nH]2)cc1 | i | 0.5 | 5%

Grouped by structure, the compounds so far containing a cyano group
SMILES | Myeloid diff MLP | Myeloid diff MLP GFP+ MAC1+ % | Dengue-2 NS5 capping | others
N#Cc1ccc(NC(=O)COC(=O)c2ccc(F)c(S(=O)(=O)N3CCOCC3)c2)cc1 | i | 1.2 | -9%
N#Cc1cnc(=S)n(-c2cc(C(F)(F)F)cc(C(F)(F)F)c2)c1N | i | 0.5 | -5%

Back to the main list; the five compounds before the break are reprinted first.
SMILES | Myeloid diff MLP | Myeloid diff MLP GFP+ MAC1+ % | Dengue-2 NS5 capping | others
COc1ccc(NC(=O)C[C@H]2C(=O)N(CCc3ccccc3)C[C@@H]2c2ccc(OC)cc2)cc1 | i | 0.6 | -1%
N#Cc1cnc(=S)n(-c2cc(C(F)(F)F)cc(C(F)(F)F)c2)c1N | i | 0.5 | -5%
CN(C(=O)COC(=O)CSc1ccccc1)c1c(N)n(Cc2ccccc2)c(=O)[nH]c1=O | i | 0.9 | -3%
O=C1NC[C@H](Cc2ccccc2)N(C[C@H]2CCCN2C[C@H](Cc2ccccc2)N2C[C@H](Cc3ccccc3)N(CC3CCCCCC3)C(=O)C2=O)C1=O | i | 0.3 | -8%
Cc1ccc(-c2nc(SCC(=O)c3c(N)n(C4CC4)c(=O)[nH]c3=O)n[nH]2)cc1 | i | 0.5 | 5%
CCCCCn1nc(C(=O)N(CCOC)c2c(N)n(CCCC)c(=O)[nH]c2=O)c2ccccc2c1=O | i | 0.2 | 2%
CC1CCN(C(=O)COC(=O)c2cc(=O)[nH]c3ccccc23)CC1 | i | 0.8 | 6%
CNS(=O)(=O)c1cccc(C(=O)OCC(=O)N2c3ccccc3NC(=O)C2(C)C)c1 | i | 0.1 | -2%
COc1ccc2oc(C(=O)OC(C)C(=O)Nc3ccc(N4CCOCC4)cc3)c(C)c2c1 (stereo unspecified) | i | 0.6 | -8%
COc1ccc(C(=O)COC(=O)/C=C/c2ccco2)cc1F | i | 1.1 | -11%
Clc1ccccc1C=NNc1ccccn1 | i | 0.3 | -9%
COc1ccc(NC(=O)Cc2csc(NC(=O)Nc3ccccc3OC)n2)cc1 | i | 0.8 | -2%
CC(=O)c1ccc(NC(=O)NC2CC(=O)N(c3ccc4c(c3)OCCO4)C2)cc1 (stereo unspecified) | i | 0.8 | 0%
COc1ccc(NC(=O)CN(C)CC(=O)N2CC(=O)Nc3ccccc32)cc1 | i | 0.6 | 1%
S=c1[nH]c2ccccc2n1CCc1ccncc1 | i | 1.5 | 0%
Cc1ccc(NC(=O)CN(C)C(=O)CSc2ccccc2F)cc1 | i | 0.8 | -8%
CC12CCC(C(N)C1=O)C2(C)C (stereo unspecified) | i | 0.5 | 1%
Cc1nc(C)c(C(=O)OCC(=O)NCc2ccccc2)s1 | i | 0.6 | -3%
Nc1ccc2c(c1)-c1ccc(F)cc1C2=O | i | 0.9 | 8%
COC(=O)[C@]1(C)N[C@H](CN(C)C(=O)c2ccc(C)cc2)[C@@H]2C(=O)N(Cc3ccccc3)C(=O)[C@@H]21 | i | 0.4 | -9% | Dengue-2 NS5 capping pilot replicate=-4.6
C=CCN1CCCC1CNC(=O)c1cc2[nH]nnc2cc1OC (stereo unspecified) | i | 2.9 | -1%
CCCCCCCCN1[C@@H](CC(=O)OCC)c2cc(C(F)(F)F)ccc2S1(=O)=O | i | 1.2 | -6%
CN(c1ccc(OCC(=O)OCC(=O)Nc2ccc(OC(F)F)cc2)cc1)S(=O)(=O)c1cccs1 | i | 0.6 | -6%
Nc1cc(=O)[nH]c(SCC(=O)NCCC2=CCCCC2)n1 | i | 0.6 | -1%
CC1=C2C3OC(=O)C(C)C3CCC2(C)C=CC1=NO (stereo unspecified) | i | 1.1 | 0%
COc1ccccc1NC(=O)N(C)C[C@H]1Oc2ncc(Br)cc2C(=O)N([C@H](C)CO)C[C@H]1C | i | 1.2 | -3%
O=C(COC(=O)COc1ccc(Br)cc1)NC1CCS(=O)(=O)C1 (stereo unspecified) | i | 1.3 | 6%
Cc1ccccc1N1Cc2ccccc2C1=O | i | 0.9 | 1%
C=CCOC(=O)C1=C[C@H](c2csc3ccccc23)C[C@H](OCc2ccc(CO)cc2)O1 | i | 1.1 | -2%
COc1ccc(NC(=O)C[C@H]2C(=O)N(c3ccccc3)C[C@@H]2Cc2ccccc2)cc1 | i | 0.5 | -5%

Retrieved by structure from above (2):
SMILES | Myeloid diff MLP | Myeloid diff MLP GFP+ MAC1+ % | Dengue-2 NS5 capping | others
Cc1ccc(NC(=O)CN(C)C(=O)CSc2ccccc2F)cc1 | i | 0.8 | -8%
Clc1ccccc1C=NNc1ccccn1 | i | 0.3 | -9%

Continued.
SMILES | Myeloid diff MLP | Myeloid diff MLP GFP+ MAC1+ % | Dengue-2 NS5 capping | others
CC(C)(Oc1ccc(Cl)cc1)C(=O)NCC(c1ccco1)N1CCCCC1 (stereo unspecified) | i | 1.1 | -7%
CC(=O)Nc1cccc(NC(=O)c2ccc(S(=O)(=O)NCc3ccco3)cc2)c1 | i | 0.9 | 2%
CC1CC(C)CN(c2nc3c(c(=O)[nH]c(=O)n3C)n2CCCSc2nc3ccccc3s2)C1 (stereo unspecified) | i | 1.3 | -8%
CCC(CO)Oc1cc(NC(=O)Cc2ccccc2F)c2ncn(C(C)C)c2c1 (stereo unspecified) | i | 1.3 | -4%
S=C(NC1CC1)SCc1ccco1 | i | 0.6 | 0%
O=C(O)C1=C[C@H](C2CC2)C[C@H](OCc2ccc(CO)cc2)O1 | i | 1.3 | 2%
CC1(C)CC(=O)C2=C(C1)Nc1ccccc1NC2c1ccc([N+](=O)[O-])cc1 (stereo unspecified) | i | 1.2 | 4%
Cc1ccc(C(=O)/C=C/Nc2ccccn2)cc1 | i | 0.6 | -10%
CN(CC(=O)Nc1ccccc1C(F)(F)F)C(=O)Cc1ccc(S(=O)(=O)N2CCOCC2)s1 | i | 0.9 | -10%
COc1ccc(C2=CC(=O)C[C@H](c3ccc(F)cc3)C2)c(OC)c1 | i | 2.0 | -8%
C#CCOCCOCCOCCNc1nc(N2CCN(C(=O)CCCCCCCCCCNC(=O)[C@@H](CCC(=O)O)n3cc(CCCCCN)nn3)CC2)nc(N2CCN(C(=O)CCCCCCCCCCNC(=O)[C@@H](CCC(=O)O)n3cc(CCCCCN)nn3)CC2)n1 | i | 2.2 | -2%
O=C(O)c1ccc(C(=O)c2cc([N+](=O)[O-])cc([N+](=O)[O-])c2)cc1 | i | 0.7 | -2%
CCc1ccc([C@@H]2C[C@H]3[C@@H](CN2S(=O)(=O)c2ccc(C)cc2)C(=O)C[C@@H](c2cccc(Cl)c2)N3S(=O)(=O)c2ccc(C)cc2)cc1 | i | 0.8 | -11%
Cc1noc(C)c1CSc1nnc2n(-c3ccccc3)c(=O)c3ccccc3n12 | i | 0.5 | 1%
